TDP2 inh: blocks human TDP2 phosphodiesterase activity; O95551; recombinant TDP2, T5PNP hydrolysis, p-nitrophenol absorbance 415 nm; inhibition, % at 12.8 µM; 0.34% of 370,000 active;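 active means inhibition above the mean of all tested compounds plus 3 SD, set per campaign, cut at about 25% in these data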;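 further: 0% = DMSO with enzyme and 100% = buffer with substrate but no TDP2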
Target sequence (O95551 whole entry, looked up): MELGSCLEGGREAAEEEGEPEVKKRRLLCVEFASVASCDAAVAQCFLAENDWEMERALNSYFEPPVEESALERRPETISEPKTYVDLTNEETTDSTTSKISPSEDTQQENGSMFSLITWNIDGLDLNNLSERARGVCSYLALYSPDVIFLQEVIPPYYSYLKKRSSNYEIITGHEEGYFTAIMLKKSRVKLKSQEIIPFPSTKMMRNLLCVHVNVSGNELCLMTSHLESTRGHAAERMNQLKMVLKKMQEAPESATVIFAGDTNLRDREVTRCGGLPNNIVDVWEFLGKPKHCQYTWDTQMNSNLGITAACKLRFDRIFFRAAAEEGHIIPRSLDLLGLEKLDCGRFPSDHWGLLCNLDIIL
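Test system: Human TDP2 enzyme | Reagent: 5 mM T5PNP | Compound dosing: 12.8 µM single point, 1% DMSO | Incubation: Enzyme reaction with compound for 2 h at 37 °C | Technique: p-Nitrophenol epi absorbance | Read-out: % inhibition relative to enzyme-containing and enzyme-free wells | Benchmarks: High control without enzyme, low control DMSO plus TDP2 | Replicates: Singlicate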
Tn7 DDE FP: inhibitors of Tn7 peptide binding to human fibrin DD(E); 0.13% of 370,000 active; inhibition, % at 8.3 µM; FP displacement of FITC-Tn7 peptide from fibrin DD(E); 0% = median of compound wells per plate; P02675;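 active means inhibition above the mean of compounds falling within the control limits plus 3 SD of them, cut at about 14% in these data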;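 further: 0% = plate median of compound wells and 100% = 10 µM Aha-Tn7 peptide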
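assay system = human clot-derived fibrin DD(E) complex | quantity = Fibrin-DD(E) at 2 µM final | timing = 10 min preincubation, 3 h with tracer, room temperature | signal = fluorescence polarization | measure = percent inhibition | benchmarks = high control wells with 10 µM unlabelled Aha-Tn7 peptide (full inhibition) | replicates = singlicate testing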
ASAP1 inh: ASAP1 ArfGAP inhibition | Q9ULH1 | ASAP1-stimulated ARF1 GTP hydrolysis, GDP FP detection | inhibition, % at 16.5 µM | 0.19% of 360,000 active; in the data active means inhibition above about 25%;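 further: 0% = vehicle with enzyme and substrate and 100% = no enzyme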
Target sequence (Q9ULH1 325-724 limits assumed): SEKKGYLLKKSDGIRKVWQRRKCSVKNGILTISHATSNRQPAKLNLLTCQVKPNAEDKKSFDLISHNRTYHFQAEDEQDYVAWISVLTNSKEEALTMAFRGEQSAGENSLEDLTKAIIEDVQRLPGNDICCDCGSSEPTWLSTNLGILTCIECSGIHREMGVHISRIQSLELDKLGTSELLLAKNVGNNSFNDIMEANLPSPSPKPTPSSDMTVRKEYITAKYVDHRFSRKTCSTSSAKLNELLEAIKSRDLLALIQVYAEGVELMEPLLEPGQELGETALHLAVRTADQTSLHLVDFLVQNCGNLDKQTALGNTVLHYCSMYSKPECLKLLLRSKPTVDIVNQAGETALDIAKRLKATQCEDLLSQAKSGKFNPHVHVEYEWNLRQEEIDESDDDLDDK
Tn6 DDE FP: inhibitors of Tn6 peptide binding to human fibrin DD(E); Fibrin DD(E) TRITC-Tn6 fluorescence polarization displacement; inhibition, % at 8.3 µM; 0.21% of 370,000 active;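 active means inhibition above a per-campaign cutoff: mean of compounds within control limits plus 3 SD, cut at about 15% in these data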;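 further: 0% = median of all compound wells on the plate and 100% = blocking peptide control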
ADAM10 inh: inhibitors of human ADAM10; O14672; recombinant ADAM10, EDANS/DABCYL FRET peptide cleavage, 3 h; inhibition, % at 7 µM; 0.62% of 370,000 active; AID 720582;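 active means inhibition above a per-campaign cutoff equal to the mean of compounds falling between control-based bounds plus 3 SD, cut at about 20% in these data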;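 further: 0% = DMSO wells while the 100% control is not disclosed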
ARFGAP1 inhibitor: inhibitors of rat ARFGAP1 | 0.26% of 360,000 active | inhibition, % at 16.5 µM | AID 651572 | Q62848 | Arfgap1-stimulated ARF1 GTP hydrolysis, GDP FP detection;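 active means inhibition above a per-plate limit, mean inhibition of low control wells plus 3 SD, cut at about 25% in these data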;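 further: 0% = DMSO wells with enzyme and 100% = wells lacking Arfgap1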
Target sequence (Q62848 1-136 limits assumed): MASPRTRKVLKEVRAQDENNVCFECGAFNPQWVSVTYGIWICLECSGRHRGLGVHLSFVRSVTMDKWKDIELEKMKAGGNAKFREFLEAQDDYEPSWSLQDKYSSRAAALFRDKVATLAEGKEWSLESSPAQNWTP
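Assay system: purified rat His6-Arfgap1 residues 1-136 (GAP domain); Reagent: human Δ17 ARF1 bound to GTP; Dosing: 16.5 µM single point, 1.26% DMSO; Times: GTP hydrolysis reaction 2 h at 25 °C; Signal: FP, GDP Alexa 633 tracer displaced from anti-GDP antibody, 620/688 nm; Measure: % inhibition from polarization.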
PLC-beta3 inh: inhibitors of human phospholipase C beta3; Q01970; Purified PLC-beta3, fluorogenic substrate, fluorescence; inhibition, % at 12.2 µM; 0.18% of 370,000 active; AID 720704; in the data active means inhibition above about 11%;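 further: 0% = median of compound wells on plate and 100% = full blocker control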
ADAM17 inh: inhibits human ADAM17. P78536. recombinant ADAM17, EDANS/DABCYL FRET peptide cleavage. inhibition, % at 6.95 µM. 0.83% of 370,000 active. AID 720648;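 active means inhibition above the mean of compounds lying between control limits plus 3 SD, set per campaign, cut at about 8.5% in these data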;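 further: 0% = DMSO-only wells as the low control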
SIAE primary: human SIAE inhibition, primary screen | Q9HAT2 | SIAE FP-Rh probe binding, fluorescence polarization | inhibition, % at 9.66 µM | 0.69% of 370,000 active | AID 1053197;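 active means inhibition above a cutoff: mean of compounds within the control limits plus 3 SD of those, cut at about 17% in these data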;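 further: 0% = plate median of compound wells and 100% = probe without SIAE protein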
PLCg1 inh: blocks human PLC-gamma1 enzyme activity; purified PLC-gamma1, fluorogenic substrate, fluorescence; inhibition, % at 12.2 µM; 0.84% of 370,000 active; AID 720700; in the data active means inhibition above about 9.5%
The depositor's hits bear a star; i = inactive; . = not tested or not shown. The order is random; 3.6% or so of the library scored in one or more.

SMILES	TDP2 inh	Tn7 DDE FP	ASAP1 inh	Tn6 DDE FP	ADAM10 inh	ARFGAP1 inhibitor	PLC-beta3 inh	ADAM17 inh	SIAE primary	PLCg1 inh
CC(C)CC(NC(N)=O)C(=O)OCC(=O)Nc1ccc(OC(F)F)cc1 (stereo not drawn)	1	-3	-3	5	2	4	-7	0	-1	-2
CCOC(=O)N1CCN(CC(O)COc2ccc(-c3ccccc3)cc2)CC1 (stereo not drawn)	13	-6	-6	1	-5	-5	-7	0	9	-2
O=[N+]([O-])c1ccccc1OCc1nc(-c2cccs2)no1	12	-9	-12	-13	2	-17	-8	-2	7	0
Cc1cccc(OCCNc2cc(N3CCN(CCO)CC3)ccc2[N+](=O)[O-])c1	2	-6	9	-7	6	6	2	3	0	3
CS(=O)(=O)Nc1ccc(C(=O)CSc2nnc(C3CC3)n2C2CC2)cc1	7	-2	21	6	-8	-10	-4	-5	5	3
COc1ccc(NC(=O)c2cc3c(CO)cnc(C)c3oc2=Nc2cc(OC)cc(OC)c2)cc1	-16	1	-10	-11	-6	6	-10	-13	-1	-2
CCOC(=O)c1cc2ccccc2n1CCN(CC)CC	7	-5	-2	5	-7	-4	-3	-9	1	-2
COc1ccc(CN2CCNC(=O)C2CC(=O)N(C)CC2CCOCC2)cc1C (stereo not drawn)	-2	1	-4	2	-2	-4	-6	-1	-2	1
O=C1C(Cl)=C(N2CCOCC2)C(=O)N1CCc1ccccc1	-1	4	6	-1	-3	1	-10	-3	1	-8
COc1ccc(O)c(CN2CCCC(N3CCc4ccccc4C3)C2)c1 (stereo not drawn)	-9	1	2	1	2	18	-6	-2	9	3
O=C(CNC(=O)c1ccco1)OCC(=O)c1ccc2c(c1)CCCC2	-8	-11	3	-3	3	5	-5	1	-9	0
Cc1ccc(Nc2nc3c([nH]2)c(=O)[nH]c(=O)n3C)cc1	-1	-10	8	-6	-8	-1	3	-2	4	0
O=C(C1CCCN(Cc2ccccc2Br)C1)N1CCCCC1 (stereo not drawn)	7	-3	-1	-4	6	1	1	1	4	2
C[C@@]12C(=O)N(CC3CC3)CC(=O)N1[C@H](C1CC1)[C@@H]1C(=O)N(c3ccccc3)C(=O)[C@@H]12	5	-7	-2	-6	-15	1	0	-2	2	-3
CCCCOc1ccc(/C=C(\C#N)C(=O)NC2CC2)cc1	3	4	-5	-5	-2	-16	-8	-3	1	2
C/C(Cn1nc([N+](=O)[O-])cc1C)=N\NC(=O)c1ccc(O)cc1O	-11	-2	-6	1	4	6	-14	-3	10	-16
COc1ccc(NC(=O)NCCN2CCCCC2)cc1	0	4	2	0	-2	3	0	-1	14	0
Cc1ccc(F)cc1NC(=O)c1ccc2c(c1)OCO2	-7	-1	-2	-5	0	-20	3	-3	10	1
O=C(c1cc(-c2ccc(Cl)cc2)on1)N1CCOCC1	-9	8	-4	0	7	-1	7	1	-3	4
C=CCc1ccc(OCCCOc2ccc(C(=O)O)cc2)c(OC)c1	-1	2	2	3	2	0	0	-2	-5	1
COc1ccc(NC(=O)N(C)[C@H]2C[C@H]3c4[nH]c5ccccc5c4CCN3C(=O)[C@H]2[C@H](C)O)cc1	-5	-1	-15	-7	i	4	i	i	1	i
Cc1ccc(OCC(=O)NNC(=O)c2cc(S(=O)(=O)N(C)C)ccc2N2CCCC2)cc1	-3	3	11	6	-13	1	-6	1	5	-4
C=CCN1[C@H](C)COc2cc(F)ccc2S1(=O)=O	1	-4	.	10	6	.	2	-3	-5	0
C=C(C)C(=O)OCC(O)COc1ccc(C(C)(C)c2ccc(OCC(O)COC(=O)C(=C)C)cc2)cc1 (stereo not drawn)	-9	5	6	-5	35*	32*	3	9.5*	-16	1
Cc1cc(NC(=O)NC(=O)c2ccccc2NC(=O)CN(C)C)ccc1Oc1ncc(Br)cn1	-17	-1	5	2	14	31*	-2	7	-13	0

Following part.
SMILES	TDP2 inh	Tn7 DDE FP	ASAP1 inh	Tn6 DDE FP	ADAM10 inh	ARFGAP1 inhibitor	PLC-beta3 inh	ADAM17 inh	SIAE primary	PLCg1 inh
CN1CCN(C(=O)/C=C/c2ccc3c(c2)OCO3)CC1	8	2	-16	-5	-80	0	-38	-27	3	-32
Nc1c(-c2ccc(F)cc2)cnc2ncnn12	2	5	9	5	2	9	0	-2	-1	-1
Cn1nnnc1SCC(=O)Nc1ncc(Cl)cc1Cl	-12	10	-10	-1	-2	7	2	2	-1	0
O=C(NC1CCCC1)C(c1ccncc1)N(C(=O)Cc1cccs1)c1ccccc1 (stereo not drawn)	3	-2	-9	0	5	-1	-3	-3	-5	-3
CC1(Oc2ccccc2-c2ccno2)CCN(Cc2csc3ccccc23)C1 (stereo not drawn)	-1	8	9	-5	-11	-6	2	4	-2	-4
C=CCN1[C@@H](Cc2ccccc2)COc2cccc(F)c2S1(=O)=O	-6	-4	.	0	4	.	2	2	3	1
COC(=O)c1ccc(C2C(C(=O)Nc3ccc(C)cc3C)=C(C)Nc3ncnn32)cc1 (stereo not drawn)	-11	-2	8	-9	-5	7	4	-1	-4	1
CCOC(=O)c1cnc2c(ccc3ccccc32)c1Cl	5	5	8	0	-7	-5	-5	-1	4	1
CC(C)CC(=O)N1CCC(C(=O)NCC2COc3ccccc3O2)CC1 (stereo not drawn)	12	1	.	7	-1	.	3	-3	6	1
Cc1ccc(NC2OC(C(O)CO)C(O)C2O)cc1[N+](=O)[O-] (stereo not drawn)	9	6	3	-7	9	-18	4	-1	6	1
C#CC(C)(C)NC(=O)c1ccccc1OC	-5	1	-1	3	1	-8	2	-3	1	1
COC(=O)CCC(=O)OC1(C)C(=O)C2=CN(C3CC3)C(c3ccc(OC)cc3)=CC2=C(Br)C1=O (stereo not drawn)	15	4	11	2	-18	0	-70	-5	14	-51
COc1ccc(C(=O)N2CCCCCC2)cc1OC1CCN(C(C)C)CC1	-2	13	-9	4	1	14	-11	-2	4	-1
Cc1nn(C(=O)N2CCOCC2)c(C)c1CN1C(=O)c2ccccc2C1=O	-10	8	10	13	-4	-2	-3	-3	2	-1
O=C(/C=C/c1cccs1)N1CCC2(CC1)Oc1ccc(Cl)cc1C(=O)C21CC(c2ccc(Cl)cc2)=NO1 (stereo not drawn)	-12	-9	0	-9	10	-5	3	3	-10	4
COc1ccc(C(C)=O)c(Oc2nc(CN3CCOCC3)nc3scc(-c4cccs4)c23)c1	9	-4	-4	2	2	22	2	-1	2	0
COc1ccc(C)cc1NC(=O)CCS(=O)(=O)c1cccc2nonc12	0	-1	3	0	-7	-4	-1	0	2	4
CC1=C/C(=C/N(C)C)C(=O)O1	-18	3	-1	-5	-10	-6	-10	5	-10	-9
CCS(=O)(=O)Nc1ccc(-c2cc(-c3ccccc3)c3cc(C)ccc3n2)cc1	5	-6	-1	0	-79	10	i	-18	-74	i
CCSc1nc2c(c(=O)[nH]1)C(c1cccnc1)C(C(=O)OC(C)C)=C(C)N2 (stereo not drawn)	0	-2	6	-4	-19	-8	-8	-4	-4	-2
Cc1ccccc1OCCn1c(CCNC(=O)C(C)C)nc2ccccc21	5	2	0	-4	-4	6	0	0	-8	0
Cc1c(Br)c([N+](=O)[O-])nn1CC(=O)N1CCCc2ccccc21	-14	5	4	12	-4	1	0	-2	-5	3
Cn1c(=O)c(=O)n(C)c2cc(S(=O)(=O)N3CCN(Cc4ccc(F)cc4)CC3)ccc21	-3	3	.	2	-2	.	-3	4	-6	-3
CCN(c1ccccc1)S(=O)(=O)c1ccc(Cl)c(C(=O)N2CCCC2)c1	0	-5	11	-3	-11	-6	-2	2	-3	2
COc1ccc(CCNS(=O)(=O)c2cccc([N+](=O)[O-])c2)cc1	4	-8	4	3	1	-11	7	1	0	7

ADAM10 inh: entries above that show a hit.
SMILES	TDP2 inh	Tn7 DDE FP	ASAP1 inh	Tn6 DDE FP	ADAM10 inh	ARFGAP1 inhibitor	PLC-beta3 inh	ADAM17 inh	SIAE primary	PLCg1 inh
C=C(C)C(=O)OCC(O)COc1ccc(C(C)(C)c2ccc(OCC(O)COC(=O)C(=C)C)cc2)cc1 (stereo not drawn)	-9	5	6	-5	35*	32*	3	9.5*	-16	1

The list goes on:
SMILES	TDP2 inh	Tn7 DDE FP	ASAP1 inh	Tn6 DDE FP	ADAM10 inh	ARFGAP1 inhibitor	PLC-beta3 inh	ADAM17 inh	SIAE primary	PLCg1 inh
CCN(C[C@H]1N[C@@](CC)(C(=O)OC)[C@H]2C(=O)N(Cc3ccccc3)C(=O)[C@@H]12)C(=O)c1ccc(C)cc1	-2	6	6	-6	-4	4	-2	-4	2	2
COc1cccc(C2NC(=O)NC(C)=C2C(=O)Nc2ccc(C)cc2)c1OC (stereo not drawn)	11	-3	-9	-3	1	6	1	-3	-3	-1
COc1cc(C(C)=O)ccc1OCCCN1CCC(Cc2ccccc2)CC1	22	4	15	1	-8	10	1	-1	-5	1
COc1ccc(-c2cnc3c(NC=O)cc(-c4ccoc4)cn23)cc1OC	-16	-8	6	-6	-19	-4	-48	-5	16	-32
Cc1c(Cl)cccc1NC(=O)CN1CCN(CCO)CC1	0	-5	4	-4	3	-5	5	-2	0	0
CCCCNC(=O)C[C@H]1C[C@@]2(C(=O)OC)C(=C[C@H](C(C)(C)C)O[C@@H]2C)N(Cc2ccco2)C1=O	3	0	.	6	0	.	0	1	-2	0
COc1ccc(Nc2nnc(SCC(=O)N(CC(C)C)C3CCS(=O)(=O)C3)s2)cc1 (stereo not drawn)	9	2	1	-7	-3	5	4	-3	-1	0
CCCNC(=O)C1(C)CCN(C(=O)c2ccc(F)cc2Cl)C1 (stereo not drawn)	-4	-3	-6	-6	-9	-5	3	-2	-5	-2
COc1ccc(C2NC(=O)CS2)cc1 (stereo not drawn)	3	6	1	2	7	4	4	-2	4	-1
COc1ccc([C@@H]2C[C@H](c3ccccc3)Oc3cc(OC)c(OC)c(OC)c32)cc1	-2	6	-9	7	12	3	4	2	1	5
O=C(Nc1cccc(F)c1)c1cc(-c2ccco2)nc2ccccc12	-4	4	5	4	-46	-2	-132	-19	-25	-91
CCOc1ccccc1NC(C)C(=O)NC(=O)NC1CCCCC1 (stereo not drawn)	-3	-4	-1	1	-6	-8	-5	-4	2	1
C=CCOc1ccccc1/C=c1\sc2nc(-c3oc4ccccc4c3C)nn2c1=O	-8	-1	-6	-2	-2	-2	-137	0	-15	-2
Cc1ccc(S(=O)Cc2ccc(C(=O)N3CCN(C4CCCCC4)CC3)o2)cc1 (stereo not drawn)	-27	-7	-12	-2	5	-11	-4	4	0	8
CN(Cc1ccccc1)c1nc2c(c(=O)[nH]c(=O)n2C)n1CCOc1ccccc1	-6	-6	-24	12	-2	0	0	1	-5	3
